Source: PubChem (NMMLSC)
VLA-4 inh: inhibition in a human VLA-4 binding assay; P13612; VLA-4 expressing cells, ligand binding flow cytometry; inhibition, % (about 7 µM as worked out from the volumes in the protocol); actives 0.2% (n = 330,000); AID 2557; in the data active = inhibition above about 50%
Target sequence (P13612 whole entry, looked up): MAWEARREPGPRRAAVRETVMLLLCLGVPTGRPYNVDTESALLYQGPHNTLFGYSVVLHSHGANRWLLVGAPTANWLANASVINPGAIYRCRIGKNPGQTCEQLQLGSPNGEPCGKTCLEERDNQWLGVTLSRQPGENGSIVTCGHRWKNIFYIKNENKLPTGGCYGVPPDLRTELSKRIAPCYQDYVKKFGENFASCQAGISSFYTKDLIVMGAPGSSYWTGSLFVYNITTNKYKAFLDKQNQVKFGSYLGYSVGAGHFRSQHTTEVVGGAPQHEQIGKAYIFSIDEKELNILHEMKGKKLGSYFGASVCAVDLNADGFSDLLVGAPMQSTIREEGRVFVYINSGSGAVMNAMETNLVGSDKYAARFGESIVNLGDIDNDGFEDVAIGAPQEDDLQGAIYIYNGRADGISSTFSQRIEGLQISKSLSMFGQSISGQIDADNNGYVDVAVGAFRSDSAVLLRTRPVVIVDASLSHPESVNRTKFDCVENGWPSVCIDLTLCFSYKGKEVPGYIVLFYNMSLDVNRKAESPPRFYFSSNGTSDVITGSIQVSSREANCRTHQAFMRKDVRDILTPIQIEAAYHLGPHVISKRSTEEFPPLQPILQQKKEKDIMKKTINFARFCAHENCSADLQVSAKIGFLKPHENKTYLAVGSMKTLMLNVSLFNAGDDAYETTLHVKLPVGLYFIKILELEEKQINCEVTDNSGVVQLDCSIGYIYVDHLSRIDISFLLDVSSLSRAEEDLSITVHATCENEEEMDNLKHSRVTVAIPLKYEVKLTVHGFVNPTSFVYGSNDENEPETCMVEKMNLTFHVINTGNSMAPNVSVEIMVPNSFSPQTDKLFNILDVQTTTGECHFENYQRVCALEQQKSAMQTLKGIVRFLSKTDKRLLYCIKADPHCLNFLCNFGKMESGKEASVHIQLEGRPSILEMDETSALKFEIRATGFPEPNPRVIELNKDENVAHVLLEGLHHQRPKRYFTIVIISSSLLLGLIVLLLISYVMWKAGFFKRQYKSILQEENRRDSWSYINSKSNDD
LAP4 TOR yeast: alters LAP4-GFP fluorescence in TOR pathway yeast screen | AID 2023 | S. cerevisiae LAP4-GFP multiplex, flow cytometry GFP, 3 h; median GFP as percent of DMSO wells | GFP response vs DMSO, % at 10 µM | actives 0.34% (n = 320,000);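 active = GFP response vs DMSO above a set limit, about the screen mean plus 3 SD, cut at about 150% in these data; inconclusive = under 70 cell events counted for the yeast strain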
GRK2 aptamer HTS: blocks RNA aptamer binding to human GRK2. P25098. bead flow cytometry, FAM-aptamer displacement from GRK2. inhibition of aptamer binding, % at 10 µM. actives 0.59% (n = 330,000). AID 488847;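 active = inhibition of aptamer binding above 40%, roughly 3 SD of noise, on plates passing a quality check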;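 note: median bead fluorescence of bound FAM aptamer so fluorescent compounds give negative values; no value below 0 was filed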
RPL19A-GFP yeast: alters RPL19A-GFP fluorescence in TOR pathway yeast screen. S. cerevisiae RPL19A-GFP strain, flow cytometry, 3 h; hits give low values. percent response vs DMSO, % at 10 µM. actives 0.3% (n = 330,000);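 active = percent response vs DMSO below 50%; inconclusive = fewer than 70 events counted for the yeast strain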;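 note: median channel GFP fluorescence of the barcoded RPL19A-GFP strain; ratio of sample median GFP to plate DMSO average so 100% = DMSO; lower means less RPL19A-GFP as with rapamycin TOR inhibition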
CIT2-GFP yeast: yeast TOR pathway CIT2-GFP modulation | S. cerevisiae CIT2-GFP strain, flow cytometry, 3 h; 100 means same as DMSO wells | GFP response vs DMSO, % at 10 µM | actives 0.065% (n = 320,000);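 active = GFP response relative to DMSO above a set limit, near the screen mean plus 3 SD, cut at about 150% in these data; inconclusive = Fewer than 70 cells measured for a yeast strain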;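 note: ratio of well median GFP fluorescence to mean of DMSO wells on the plate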
MEP2-GFP yeast: yeast TOR pathway MEP2-GFP modulation. GFP response vs DMSO, % at 10 µM. actives 0.51% (n = 330,000). S. cerevisiae MEP2-GFP strain, flow cytometry GFP, 3 h; 100% = DMSO control level;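 active = GFP response versus DMSO above a set limit, roughly screen mean plus 3 SD, cut at about 180% in these data; inconclusive = fewer than 70 cells counted for a yeast strain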;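 note: median GFP fluorescence of the barcode-gated MEP2-GFP cells per well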
CR mimetic SO: yeast age-related superoxide inhibition as caloric restriction mimetic; AID 2690; S. cerevisiae aged cells, superoxide DHE fluorescence; hits give low values; superoxide response (% of plate mean), % at 10 µM; actives 0.18% (n = 330,000);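 active = superoxide response under a set limit, about three screen SD below normal, cut at about 65% in these data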;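 note: yeast aged for seven days with compound at 30 °C before DHE staining; 100% = average MFI of all compound-treated wells on the plate with controls excluded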
AGP1 TOR yeast: modulators of TOR pathway AGP1-GFP in S. cerevisiae. GFP response vs DMSO, % at 10 µM. actives 0.02% (n = 320,000). S. cerevisiae AGP1-GFP multiplex flow cytometry, 3 h; GFP as percent of DMSO wells;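 active = GFP response relative to DMSO above a set limit, near screen average plus 3 SD, cut at about 150% in these data; inconclusive = fewer than 70 cells counted for the yeast strain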;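 note: median GFP channel fluorescence of the gated AGP1 strain per well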
Numbers without * were called inactive; ? = inconclusive; / = not tested or not shown; & = joins results of further samples; [ ] = another dose, or the depositor's remark.

SMILES	VLA-4 inh	LAP4 TOR yeast	GRK2 aptamer HTS	RPL19A-GFP yeast	CIT2-GFP yeast	MEP2-GFP yeast	CR mimetic SO	AGP1 TOR yeast
CC(=O)NC1C(=O)N=C(SCC(=O)NC2CCCCC2)NC1=O (stereo not drawn)	1	99	0	100	106	105	92	114
Cc1ccc2nc(NC(=O)CCNS(=O)(=O)c3cccs3)sc2c1	17	/	0	98	88	97	118	101
CN(Cc1c(C(=O)N/N=C/c2cc(F)ccc2F)nnn1-c1nonc1N)C1CCCCC1	23	92	0	97	101	105	102	97
O=C(N1CCN(c2ccccc2F)CC1)C1(c2cccs2)CCOCC1	22	84	2	108	103	88	103	96
O=C(c1ccccn1)c1ccc2ccccc2n1	6	119	4	101	104	107	156	115
Fc1ccccc1/C=C/c1ccc2ccccc2n1	5	94	1	93	91	100	115	90
O=C(CN1C(=O)C2C3CCC(C3)C2C1=O)NCc1ccco1 (stereo not drawn)	-3	101	0	103	100	107	88	118
CC1=CC(C)(C)Nc2ccc(OC(=O)c3ccco3)cc21	-18	127	1	90	79	95	79	87
COC(=O)CSc1nnc(-c2ccoc2C)n1-c1ccc(OC)cc1	-3	105	3	103	114	106	90	112
CCOC(=O)C(C(=O)Nc1cccc(C)c1)C1CCCCC1 (stereo not drawn)	15	93	4	94	97	93	95	93
COc1ccc(C(CNC(=O)COc2ccccc2OC)N(C)C)cc1OC (stereo not drawn)	-1	113	6	105	91	104	103	103
c1ccc2nc(-c3nc4ccccc4[nH]3)ccc2c1	-7	118	0	100	108	105	97	99
CC(C)(C)c1cc(N2CCOCC2)n2ncc(-c3ccccc3)c2n1	20	103	1	96	90	92	130	96
C=CCN(Cc1cccs1)C(=O)CN1CCN(S(=O)(=O)c2ccc3c(c2)OCCCO3)CC1	-9	101	0	97	96	98	98	100
Cc1ccc(/C=C/C(=O)OCC(=O)NCCN2C(=O)CSC2=O)o1	5	95	2	100	96	?	122	78

Pulled by compound from the list above (4):
SMILES	VLA-4 inh	LAP4 TOR yeast	GRK2 aptamer HTS	RPL19A-GFP yeast	CIT2-GFP yeast	MEP2-GFP yeast	CR mimetic SO	AGP1 TOR yeast
O=C(c1ccccn1)c1ccc2ccccc2n1	6	119	4	101	104	107	156	115
O=C(N1CCN(c2ccccc2F)CC1)C1(c2cccs2)CCOCC1	22	84	2	108	103	88	103	96
CCOC(=O)C(C(=O)Nc1cccc(C)c1)C1CCCCC1 (stereo not drawn)	15	93	4	94	97	93	95	93
COc1ccc(C(CNC(=O)COc2ccccc2OC)N(C)C)cc1OC (stereo not drawn)	-1	113	6	105	91	104	103	103

Continued:
SMILES	VLA-4 inh	LAP4 TOR yeast	GRK2 aptamer HTS	RPL19A-GFP yeast	CIT2-GFP yeast	MEP2-GFP yeast	CR mimetic SO	AGP1 TOR yeast
O=C(Cc1ccc(Cl)cc1)Nc1cccc(S(=O)(=O)Nc2ccccc2F)c1	6	90	2	100	98	98	101	97
CCC(c1nnnn1C1CCCC1)N1CCN(c2cccc(OC)c2)CC1 (stereo not drawn)	2	95	0	95	93	99	112	103
O=C(CNC1CCCCCC1)Nc1ccccc1N1CCOCC1	1	97	9	95	100	100	101	101
CCCOc1ccc(C(=O)NNC(=S)NC(C)=O)cc1	31	137	1	108	101	117	174	109
NC(=O)C1(N2CCCCC2)CCN(S(=O)(=O)c2cc(Cl)sc2Cl)CC1	6	108	0	95	101	94	93	103
COc1cccc(NS(=O)(=O)c2ccc(C)c(C(=O)N3CCCCC3)c2)c1	0	85	7	114	/	114	107	101
CCOc1ncccc1C(=O)OCC(=O)NC(=O)c1ccccc1	4	107	0	105	96	103	110	100
Cc1cccc(NS(=O)(=O)c2ccc(C)c(C(=O)NCC(c3ccccc3)N(C)C)c2)c1 (stereo not drawn)	0	100	0	102	102	107	91	106
Clc1cccc2sc(N3CCCC3)nc12	-12	103	1	99	91	100	122	90
CN(C)C(=O)COC(=O)c1cccnc1Nc1ccccc1F	15	90	0	103	115	102	91	100
Cn1c(=O)oc2cc(S(=O)(=O)N3CCC(C(=O)NCc4cccs4)CC3)ccc21	24	97	4	107	97	97	106	101
COc1cccc(CN(C)CC(=O)NC(=O)NCc2ccco2)c1	-6	96	4	99	99	105	111	104
COc1ccc(OC)c(-c2cc(C(=O)Nc3cc(C)on3)no2)c1	6	104	0	104	98	104	82	97
CN(CC(=O)Nc1ccc(F)cc1Cl)Cc1cccs1	5	88	0	100	91	101	100	90
CC(C)Oc1ccccc1C1CC(=O)Nc2c1c(=O)n(C)c(=O)n2C (stereo not drawn)	33	94	0	95	91	93	103	98
O=C(CSc1nccn1-c1ccc(F)cc1)NCc1ccc2c(c1)OCO2	-9	96	2	98	102	89	98	100
Cc1ccc(Nc2nc(N)nc(CSCCO)n2)cc1	3	95	0	92	91	91	107	92
Cc1ccc(NC(=O)CCC(=O)c2cccs2)c(Br)c1	8	81	12	94	94	102	100	89
CCOC(=O)[C@@H]1[C@H]2COc3cc(OC)ccc3[C@@H]2N2C(=O)N(c3cccc(F)c3)C(=O)[C@@]12C	9	108	2	97	68	88	105	79
Cc1cc(C)c(C)c(S(=O)(=O)NCC(=O)NCc2ccco2)c1C	-5	99	3	100	102	101	83	101
CC1(C)CC(=O)C(C(O)c2ccc([N+](=O)[O-])cc2)C(C)(C)N1 (stereo not drawn)	8	91	3	99	96	109	108	90
COC(=O)CNC(=O)CNC(=O)Nc1ccccc1	5	93	0	89	95	94	100	91
COc1ccc2c(c1)C(C)=CC(C)(C)N2C(=O)CSc1nnc(-c2ccc(C)cc2)o1	7	104	2	99	100	110	108	103
O=C(NCc1csc2ccccc12)Nc1cc(Cl)cc(Cl)c1	-6	106	0	96	95	94	94	104
O=C(CSc1ncnc2sc3c(c12)CCCC3)c1ccco1	6	110	7	97	104	104	92	98
Cn1cnnc1SCC(=O)Nc1cc(C(F)(F)F)ccc1N1CCOCC1	1	100	4	96	105	102	91	102
CN(CC(O)CN1CCOCC1)S(=O)(=O)O (stereo not drawn)	8&-6	103&97	0&0	96&94	85&96	95&99	95&77	100&98
Cc1cccc(-c2nsc(SCC(=O)Nc3nccs3)n2)c1	19	98	2	96	90	104	110	99
Cn1c2c(c(=O)n(C)c1=O)CN(CC1CCCO1)CN2 (stereo not drawn)	13	98	4	97	91	96	94	96
CC(=O)N1CCN(c2ccc(NC(=O)c3ccccc3Br)cc2Cl)CC1	10	96	0	99	91	101	103	92
Cc1ccc(NC(=O)CN(C)C(=O)Cn2cc(C(F)(F)F)ccc2=O)cc1	15	105	1	105	104	110	88	107
CC(C)CCNC(=O)C1CCC(=O)N1C(C)C (stereo not drawn)	5	99	3	107	/	104	111	100
Cc1noc(C)c1C(=O)N1CCN(S(=O)(=O)c2cccc(Cl)c2Cl)CC1	7	99	0	98	101	100	95	104
CNC(=O)CSc1nnc(-c2ccco2)n1-c1cccc(C)c1	4	90	3	102	103	105	89	101
Cc1nc(C(=O)O)nn1-c1ccc([N+](=O)[O-])cc1	14	106	0	107	107	110	100	106
CC(=O)c1ccc(NC(=O)C(C)Sc2nnc(-c3ccncc3)n2C2CC2)cc1 (stereo not drawn)	6	99	0	99	103	114	84	92
COc1ccc([C@H]2CC(=O)C=C(c3ccccc3-c3ccccc3)C2)cc1	-38	100	0	96	106	92	120	98
CCSc1nnc(-c2ccc(S(=O)(=O)N3CCCC3)cc2)n1C	7	98	0	94	90	95	90	93
O=C(O)CCCCCNC(=O)CCn1cnc2ccccc2c1=O	19	106	2	103	102	105	95	110
COC(=O)c1ccc(N/C(C)=C/C(=O)c2ccc(C)o2)cc1	-4	100	0	97	105	94	86	98
Cc1ccccc1NC(=S)NCc1ccc(Cl)cc1	-6	80	2	106	92	87	89	85
C/C(=N\NC(=O)c1[nH]c2c([N+](=O)[O-])cc(C)cc2c1-c1ccccc1)c1cccnc1	1	103	0	97	103	113	93	105
Cn1c(N)c(C(=O)COC(=O)c2cccc(S(=O)(=O)N3CCOCC3)c2)c(=O)n(C)c1=O	0	90	2	100	100	102	106	95
O=C1CCC(CCC(=O)N2CCCC(C(=O)c3cccc(C(F)(F)F)c3)C2)=NN1 (stereo not drawn)	9	97	0	103	100	99	111	106
O=C1CSC(=NC2CCCCC2)N1	9	114	4	94	90	102	75	105
Cn1c(=O)c2c(SCC(=O)N3CCCc4ccccc43)nc(CC(C)(C)C)nc2n(C)c1=O	8	97	0	92	96	98	86	96
COc1ccc(C=Nc2cccnc2N)cc1	-2	86	3	102	94	101	100	92
CC(NC(=O)c1cccs1)c1ccc(Br)cc1 (stereo not drawn)	-2	109	0	96	89	91	95	102
COc1cccc(C(=O)NCc2ccco2)c1OC	34	86	0	104	107	105	118	100
O=C(NN=Cc1ccc(N2CCOCC2)s1)c1ccc([N+](=O)[O-])cc1	-2	92	4	94	94	93	108	93
Cc1ccc(N=Nc2c(C)[nH]n(-c3ccccc3)c2=O)cc1Br	-2	95	1	106	105	107	99	101
CCCS(=O)(=O)N1CCN(c2cc3c(cc2[N+](=O)[O-])n(C)c(=O)n3C)CC1	9	100	0	96	88	97	120	92
CCOC(=O)C(=O)NCC(c1cccs1)S(=O)(=O)c1ccc(C)cc1 (stereo not drawn)	3	94	2	92	92	90	101	95
COc1ccc(NC(=O)c2sc3nc(C)cc(C)c3c2N)cc1	4	99	0	99	91	107	96	91
C=CCNC(=O)c1cccc(NS(=O)(=O)c2ccc(Cl)cc2)c1	28	103	2	100	103	107	94	104
O=C(CN1C(=O)c2cccc([N+](=O)[O-])c2C1=O)N1CCN(S(=O)(=O)c2ccccc2)CC1	-32	103	0	103	95	104	125	103
CCOC(=O)/C=C1\SCC(=O)N1CC(=O)Nc1cccc(F)c1	8	105	6	98	100	99	82	104
N#Cc1nc(-c2ccccc2F)oc1NCc1cccc2c1OCO2	-5	112	1	99	97	99	90	99
O=C(O)c1cccc(-c2nc3ccccc3[nH]2)c1	-5	126	1	96	102	113	95	108
O=C(Nc1ccc2c(c1)CCC2)c1cccc(F)c1	2	94	5	98	90	93	94	89

Further results follow.
SMILES	VLA-4 inh	LAP4 TOR yeast	GRK2 aptamer HTS	RPL19A-GFP yeast	CIT2-GFP yeast	MEP2-GFP yeast	CR mimetic SO	AGP1 TOR yeast
CS(=O)(=O)N(CC(=O)Nc1ccccc1C(=O)N1CCCC1)c1ccc2c(c1)OCO2	-10	96	0	97	96	102	101	95
Cc1occc1C(=O)N/N=C/c1cccnc1	-6	93	0	97	95	100	94	107
Cc1cc(C)cc(OCC(=O)OCC(=O)NCCC2=CCCCC2)c1	-4	94	7	108	102	106	114	101
Cc1ccc(NC(=O)CCn2c(=O)c3cccn3c3ccccc32)c(C)c1	21	97	0	98	99	103	134	107
N#CC(c1ccc(Cl)cc1)c1ccc(Cl)nn1 (stereo not drawn)	-6	84	2	88	90	98	100	85
CCc1ccc([C@H]2C(C(=O)O)=C[C@@H](C(C)(C)C)N2S(=O)(=O)c2ccc(C)cc2)cc1	26	113	7	101	86	96	123	101
Cc1cc(N/C=C/C(=O)c2cccs2)ccc1F	5	93	1	95	93	91	98	97
Cc1ccccc1CC(=O)NCc1cccnc1	1	83[may fluoresce red]	0	?	96[may fluoresce red]	88[may fluoresce red]	97	99[may fluoresce red]
O=C(/C=C/c1cccs1)N1CCN(c2ccc(O)cc2)CC1	-2	83	0	83	/	102	93	90
CC1Cc2nc(SCC(=O)NCC3CCCO3)n(C)c(=O)c2S1 (stereo not drawn)	3	104	1	97	94	104	109	99
CNc1c(NS(=O)(=O)c2cc(OC)ccc2OC)c(=O)oc2ccccc12	1	97	0	103	100	110	98	99

Rows were taken by chance (roughly 1.7% active in at least one column).
